MBNL1-CUG inh: blocks human MBNL1 binding to CUG repeat RNA; hit rate 0.036% among 280,000; Potency, µM (top dose mostly 57.5 µM), without a hit: at the top dose activity change, negative = inhibition, most hits filed as inhibitors; TR-FRET MBNL1-His/biotin-(CUG)12 binding, 665/545 ratio; AID 2675; Q9NR56; active = well fitted inhibition curve with a large enough effect in the signal ratio, with a control signal flat, not every such curve was filed as active; inconclusive = small, poorly fitted or top-dose-only effect, or effect the other way, or a change in a side signal; inactive = no such curve, though single readings can be large or run the other way; the % refers to the signal ratio; note: potency is the fitted concentration of half-maximal effect; % is set by controls: 0 for no effect and ±100 for the full control effect
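TR-FRET between His-tagged MBNL1 and biotin-(CUG)12 RNA, detected with Tb anti-His antibody (0.055 ng/ul) and streptavidin-XL665 (5 nM), 60 min at room temperature. Compounds titrated 92 nM to 58 uM; 665/545 nm ratio normalized to buffer and complex controls.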
Chronic BCR inh: chronic active BCR signaling inhibition; ABC-DLBCL IkBa-CBG/CBR reporter, luminescence ratio, 4 h; Potency, µM (top dose mostly 46.1 µM), for the others: at the top dose ratio change, negative = lower green/red ratio, hits mostly inhibitors; hit rate 0.05% among 340,000; AID 493014; active = well fitted inhibition curve with a large enough effect in the signal ratio, with a control signal flat, not every such curve was filed as active; inconclusive = small, poorly fitted or top-dose-only effect, or effect the other way, or a change in a side signal; the % refers to the signal ratio;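 note: potency is the fitted concentration of half-maximal effect; plate controls were basal doxycycline-induced cells for no effect and cells given 10 µM MG132 for full effect; MG132 reads +100%, hits lower the ratio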
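Doxycycline induced both beetle luciferases in TMD8 lymphoma cells; IKK-driven degradation limits the IkappaBalpha-fused green signal, while red luminescence normalises for cell number and nonspecific effects. Compounds tested up to 46 uM, 4 hrs.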
TSHR antag: human thyrotropin receptor antagonism | P16473 | TSHR-expressing cells, TSH-stimulated cAMP HTRF, 2 h; hits give low values | activity change, negative = inhibition, % at 11.5 µM | hit rate 0.2% among 330,000 | AID 504810;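 active = activity change below a set negative limit, meaning inhibition stronger than a set level, cut at about -70% in these data; inconclusive = activity change between two set negative limits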; note: % is set by controls: 0 for no effect and ±100 for the full control effect
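Cell-based HTRF cAMP assay; TSHR cells + compound, TSH EC80 (4nM final), 2 h, 37 deg C. Lysis with anti-cAMP cryptate and cAMP-d2, 30 min RT, read 665/620 nm.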
PKM2 activator: increases activity of human pyruvate kinase M2; P14618; purified PKM2, Kinase-Glo ATP luminescence, activation; response scale: 0% is enzyme alone, no compound; Potency, µM (series often up to 57.5 µM), for the others: top-dose activation, hits mostly activators; hit rate 0.34% among 260,000; AID 1631; note: potency is the fitted concentration of half-maximal effect; % is set by controls: 0 for no effect and ±100 for the full control effect; nearly all actives have a fitted effect of over 55% in size
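Purified hPK-M2 (>95%) run at intermediate activity with 0.1 mM ADP and 0.5 mM PEP in 50 mM imidazole pH 7.2, KCl, MgCl2; 1 h room temperature. ATP formed read by Kinase-Glo luminescence; normalized to uninhibited and no-enzyme controls.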
Eya2 inh: Eya2 (human) phosphatase inhibition; O00167; hit rate 0.006% among 330,000; recombinant Eya2, OMFP fluorescence dephosphorylation (OMFP is methylfluorescein phosphate); Potency, µM (titrated, usually from 76.9 µM), without a hit: top-dose activity, negative = inhibition, most hits filed as inhibitors; AID 488837; note: potency is the fitted concentration of half-maximal effect; % is set by controls: 0 for no effect and ±100 for the full control effect
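Eya2 (0.2 uM) preincubated 10 min at ambient with compound, then OMFP substrate added at 50 uM; 10 min reaction in 50 mM HEPES pH 7.5, 50 mM NaCl, 5 uM MgCl2, 0.05% BSA, 1 mM DTT. Fluorescence read at Ex 485/Em 525 nm.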
Menin-MLL TR inh: inhibitors of human menin-MLL interaction, mutant MLL peptide; Potency, µM (titrated, usually from 61.6 µM), without a hit: at the highest dose FP activity change, negative = inhibition, actives largely listed as inhibitors; Menin + Texas Red MLL mutant peptide, fluorescence polarization; O00255; hit rate 0.23% among 270,000; active = well fitted inhibition curve with a large enough effect in the polarisation, with a control signal flat, not every such curve was filed as active; inconclusive = small, poorly fitted or top-dose-only effect, or effect the other way, or a change in a side signal; inactive = no such curve, though single readings can be large or run the other way; the % refers to the polarisation; note: potency is the fitted concentration of half-maximal effect; % of control where 0% means no effect; many of its hits are not listed in these tables
Target sequence (O00255 whole entry, looked up): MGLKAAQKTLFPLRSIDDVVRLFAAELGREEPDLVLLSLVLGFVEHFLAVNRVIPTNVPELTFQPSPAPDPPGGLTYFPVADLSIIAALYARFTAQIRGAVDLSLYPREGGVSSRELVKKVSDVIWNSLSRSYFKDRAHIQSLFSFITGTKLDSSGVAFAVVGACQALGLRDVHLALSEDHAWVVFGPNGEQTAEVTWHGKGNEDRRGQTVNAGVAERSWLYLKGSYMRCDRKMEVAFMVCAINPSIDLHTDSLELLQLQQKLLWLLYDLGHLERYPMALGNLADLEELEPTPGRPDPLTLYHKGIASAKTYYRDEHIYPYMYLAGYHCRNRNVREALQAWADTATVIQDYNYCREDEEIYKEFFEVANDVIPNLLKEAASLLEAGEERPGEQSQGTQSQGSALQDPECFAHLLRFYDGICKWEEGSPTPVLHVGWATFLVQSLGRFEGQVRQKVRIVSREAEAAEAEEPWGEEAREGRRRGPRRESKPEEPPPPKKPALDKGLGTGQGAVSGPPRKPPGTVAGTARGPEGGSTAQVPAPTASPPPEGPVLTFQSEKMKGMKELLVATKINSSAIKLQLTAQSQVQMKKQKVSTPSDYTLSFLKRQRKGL
USP2a block: USP2a (human) protease inhibition | AID 463254 | O75604 | Potency, µM (titrated, usually from 38.3 µM), inactives show at the highest dose activity change, negative = inhibition, most hits filed as inhibitors | USP2 core, Ub-CHOP2 coupled fluorogenic reporter, 485/531 | hit rate 0.01% among 330,000;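 note: potency is the fitted concentration of half-maximal effect; plate controls were DMSO wells for no effect and full inhibition by NEM control for full effect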
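Cell-free coupled assay: 10nM USP2 core preincubated 30min RT with compound in Tris-HCl pH 8.0/CaCl2/CHAPS buffer, then 25nM Ub-CHOP2 and 25nM reporter substrate; fluorescence (Ex 485/Em 531) read after 60min RT, normalized to NEM inhibition, concentration-response curves fitted.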
KCNH2 WT inh: inhibitors of human wildtype KCNH2 potassium channel. Q12809. U2OS, BacMam KCNH2, thallium flux FluxOr; hits give low values. activity change, % at 1.84 µM. hit rate 0.37% among 340,000. AID 720551;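 active = maximum activity change below -70%; inconclusive = maximum activity change between -70% and -50%; inactive = maximum activity change above -50%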; note: % is set by controls: 0 for no effect and ±100 for the full control effect
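U2OS cells were transduced with wild-type KCNH2 virus (2.03 x 10^8 / mL) for 4 h at room temperature, then cultured overnight at 37 C. Thallium flux was read with FluxOr dye. Rate constants were normalized to DMSO controls.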
Mito fusion yeast: inhibitors of mitochondrial division or activators of mitochondrial fusion; S. cerevisiae fusion-defective mutant growth rescue, CellTiterGlo 48 h; Potency, µM (series often up to 46.1 µM), without a hit: top-dose growth rescue (activation), usual class: activators; hit rate 0.23% among 320,000; AID 485298;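 note: potency is the fitted concentration of half-maximal effect; % of control where 0% means no effect; nearly all actives have a fitted effect of over 45% in size; temperature-sensitive fusion mutants such as fzo1-1 at 37 °C on non-fermentable ethanol glycerol medium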
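Yeast fusion mutant, YPEG (non-fermentable carbon), compound, 48 h at 37C non-permissive; CellTiterGlo added, 10 min RT, luminescence read. Rescued growth = division inhibition.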
ASM inhibitor: inhibitors of human secretory acid sphingomyelinase; P17405; placental ASM, HMU-PC fluorogenic substrate, 60 min; Potency, µM (doses to about 57.5 µM), for the others: at the highest dose activity change, negative = inhibition, hits mostly inhibitors; hit rate 0.006% among 340,000; AID 504937; note: potency is the fitted concentration of half-maximal effect
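Fluorescence read-out (Ex 386 nm, Em 447 nm) after stopping the reaction at pH 10. Enzyme: ASM from human placenta; substrate HMU-PC0, 9 uM final; 60 min, 37 °C. Compound preincubation 10 min, ambient temperature.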
GALK inhibitor: blocks human galactokinase activity; Purified GALK, Kinase-Glo residual ATP luminescence; Potency, µM (highest dose often 57.5 µM), inactives show top-dose activity change, negative = inhibition, most hits filed as inhibitors; P51570; hit rate 0.007% among 270,000; note: potency is the fitted concentration of half-maximal effect; % is set by controls: 0 for no effect and ±100 for the full control effect
Target sequence (P51570 whole entry, looked up): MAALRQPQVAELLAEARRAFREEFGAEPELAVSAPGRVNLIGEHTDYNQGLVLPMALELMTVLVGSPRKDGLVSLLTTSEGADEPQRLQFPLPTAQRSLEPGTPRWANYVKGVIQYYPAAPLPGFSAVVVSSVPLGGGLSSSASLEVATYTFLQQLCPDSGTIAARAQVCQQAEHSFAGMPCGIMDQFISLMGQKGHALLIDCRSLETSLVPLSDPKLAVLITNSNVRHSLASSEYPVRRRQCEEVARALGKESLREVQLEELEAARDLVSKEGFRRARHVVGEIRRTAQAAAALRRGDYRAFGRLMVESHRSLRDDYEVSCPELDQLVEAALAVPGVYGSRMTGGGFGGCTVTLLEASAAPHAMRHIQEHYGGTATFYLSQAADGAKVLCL
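ATP-depletion format; final 35 uM ATP, 100 uM D-galactose, 5 nM enzyme; pH 8.0 HEPES/Mg2+ buffer; 60 min RT; luminescence read 10 min after detection reagent.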
The depositor's hits bear a star; [ ] = dose if it differs, or a comment. Unless noted, calls come from the whole dose curve; as a rule, active = well fitted curve in the direction sought with a large enough effect; inconclusive = small, poorly fitted or top-dose-only effect, or another doubt; inactive = no such curve, though single readings can be large; an effect the other way counts as inactive or inconclusive. A portion of the library. The share of hits here may be higher or lower than overall.

`CC(C)(C)c1ccc(CCC2OCC(C[N+]3(C)CCOCC3)O2)cc1` (stereo not drawn) gave MBNL1-CUG inh -1%, Chronic BCR inh 1%, TSHR antag 1, PKM2 activator -5%, Eya2 inh -12%, USP2a block 0%, KCNH2 WT inh 11, Mito fusion yeast -4%, ASM inhibitor 4% and GALK inhibitor 6%.
Screening C#CCNC(=O)C1=C[C@@H](c2ccc(Br)cc2)C[C@@H](OCCCCO)O1 returned MBNL1-CUG inh 14%, Chronic BCR inh 15%, TSHR antag 7, PKM2 activator 3%, Eya2 inh -16%, Menin-MLL TR inh -6%, USP2a block -5%, Mito fusion yeast -2%, ASM inhibitor 2% and GALK inhibitor 1%.
Screening Cc1ccccc1NS(=O)(=O)c1cc(C(=O)NCCC2=CCCCC2)ccc1Cl returned MBNL1-CUG inh -9%, Chronic BCR inh inconclusive, TSHR antag -19, PKM2 activator 1%, Eya2 inh 7%, Menin-MLL TR inh 24%, USP2a block 4%, KCNH2 WT inh 9, Mito fusion yeast 12%, ASM inhibitor -7% and GALK inhibitor -1%.
CCOc1ccc([N+](=O)[O-])cc1CNC1CCCCCCC1 was read as MBNL1-CUG inh inconclusive, Chronic BCR inh 2%, TSHR antag 5, PKM2 activator -1%, Eya2 inh -9%, Menin-MLL TR inh -16%, USP2a block -3%, KCNH2 WT inh -4, Mito fusion yeast -3%, ASM inhibitor -1% and GALK inhibitor 5%.
`O=C1/C(=C/c2ccco2)CCc2ccccc21` gave MBNL1-CUG inh 11%, Chronic BCR inh -9%, TSHR antag -7, PKM2 activator -6%, Eya2 inh -2%, Menin-MLL TR inh -8%, USP2a block 1%, KCNH2 WT inh 5, Mito fusion yeast -3% and ASM inhibitor 8%.
Cc1cccc(NC(=O)COC(=O)c2cc(C)oc2C)c1 was read as MBNL1-CUG inh -4%, Chronic BCR inh 7%, TSHR antag -7, PKM2 activator 0%, Eya2 inh -4%, Menin-MLL TR inh -1%, USP2a block 0%, KCNH2 WT inh 2, Mito fusion yeast -3%, ASM inhibitor -1% and GALK inhibitor 3%.
For O=C1c2ccccc2NC(c2ccco2)N1/N=C/c1ccco1 (stereo not drawn) the results were MBNL1-CUG inh 10%, Chronic BCR inh inconclusive, TSHR antag 3, PKM2 activator -8%, Eya2 inh 3%, Menin-MLL TR inh 9%, USP2a block 10%, KCNH2 WT inh -1, Mito fusion yeast 1%, ASM inhibitor 18% and GALK inhibitor 1%.
NS(=O)(=O)c1ccc(NC(=O)NC2CC(=O)N(c3ccc4c(c3)OCCO4)C2)cc1 (stereo not drawn) was read as Chronic BCR inh -4%, TSHR antag 4, Eya2 inh -9%, USP2a block 0%, KCNH2 WT inh 13, Mito fusion yeast -8% and ASM inhibitor -1%.
CCCCNC(=O)C1CC(=O)N(C2CCCCC2)C1 (stereo not drawn) was read as MBNL1-CUG inh -2%, Chronic BCR inh -3%, TSHR antag 47, PKM2 activator -10%, Eya2 inh 18%, Menin-MLL TR inh -22%, USP2a block 0%, KCNH2 WT inh -18, Mito fusion yeast 4%, ASM inhibitor 2% and GALK inhibitor 0%.
CCOC(=O)CSc1ccc(S(=O)(=O)N2CCCCC2)cc1[N+](=O)[O-] was read as MBNL1-CUG inh inconclusive, Chronic BCR inh 5%, TSHR antag 1, PKM2 activator 1%, Eya2 inh 4%, Menin-MLL TR inh 0%, USP2a block 2%, KCNH2 WT inh -8, Mito fusion yeast inconclusive and ASM inhibitor -4%.
Screening COC(=O)c1ccccc1NC(=O)c1cc(-c2ccc(O)cc2)on1 returned MBNL1-CUG inh -5%, Chronic BCR inh inconclusive, TSHR antag -4, PKM2 activator 0%, Eya2 inh 11%, Menin-MLL TR inh 3%[11.7 µM], USP2a block -1%, KCNH2 WT inh 4, Mito fusion yeast -3%, ASM inhibitor 1% and GALK inhibitor 3%.
`CCC(C)(C)n1nnnc1CN(Cc1ccco1)Cc1cc2cc3c(cc2[nH]c1=O)OCO3` gave MBNL1-CUG inh -4%, Chronic BCR inh -3%, TSHR antag -1, PKM2 activator 2%, Eya2 inh 13%, Menin-MLL TR inh -13%, USP2a block -6%, KCNH2 WT inh 9, Mito fusion yeast 6%, ASM inhibitor 35%[activator] and GALK inhibitor 1%.
CCn1cc(CN2CCCC(CNS(=O)(=O)c3cccc4cccnc34)C2)cn1 (stereo not drawn) was read as MBNL1-CUG inh -4%, Chronic BCR inh -5%, TSHR antag 13, PKM2 activator -1%, Eya2 inh 21%, USP2a block -2%, KCNH2 WT inh 1, Mito fusion yeast 0%, ASM inhibitor -2% and GALK inhibitor 2%.
For CCc1ccc(-n2c(=O)c3ccc(C(=O)NCCc4ccccc4)cc3n(CC(N)=O)c2=O)cc1 the results were MBNL1-CUG inh -4%, Chronic BCR inh inconclusive, TSHR antag -10, Eya2 inh inconclusive, Menin-MLL TR inh inconclusive, USP2a block -1%, KCNH2 WT inh -6, Mito fusion yeast 1%, ASM inhibitor 0% and GALK inhibitor 8%.
O=C1OC2CC3CC1CC(O)(C3)C2 (stereo not drawn) was read as MBNL1-CUG inh -3%, Chronic BCR inh -7%, TSHR antag -6, PKM2 activator -3%, Eya2 inh 8%, Menin-MLL TR inh 10%, USP2a block -1%, KCNH2 WT inh 3, Mito fusion yeast -1%, ASM inhibitor 2% and GALK inhibitor 0%.
`CC(Oc1cc(C(F)(F)F)cc(C(F)(F)F)c1)C(=O)NC(N)=O` (stereo not drawn) gave MBNL1-CUG inh -5%, Chronic BCR inh -2%, TSHR antag -3, PKM2 activator 16%, Eya2 inh -9%, Menin-MLL TR inh 7%, USP2a block 1%, KCNH2 WT inh -5, Mito fusion yeast -2%, ASM inhibitor 4% and GALK inhibitor 4%.
CCN(CC)CCN=C1CCCc2ccccc2N1 was read as MBNL1-CUG inh -19%, Chronic BCR inh 1%, TSHR antag 11, PKM2 activator 1%, Eya2 inh 3%, Menin-MLL TR inh -13%, USP2a block 0%, KCNH2 WT inh -3, Mito fusion yeast 1%, ASM inhibitor 2% and GALK inhibitor 0%.
`COc1ccc2c(CCNC(=O)c3ccc([N+](=O)[O-])cc3)c[nH]c2c1` gave MBNL1-CUG inh inconclusive, Chronic BCR inh 1%, TSHR antag 5, PKM2 activator 3%, Eya2 inh -14%, Menin-MLL TR inh 18%, USP2a block 1%, KCNH2 WT inh inactive, Mito fusion yeast 7%, ASM inhibitor 1% and GALK inhibitor 4%.

Quoted at random: two entries already listed.
`COc1ccc2c(CCNC(=O)c3ccc([N+](=O)[O-])cc3)c[nH]c2c1` gave MBNL1-CUG inh inconclusive, Chronic BCR inh 1%, TSHR antag 5, PKM2 activator 3%, Eya2 inh -14%, Menin-MLL TR inh 18%, USP2a block 1%, KCNH2 WT inh inactive, Mito fusion yeast 7%, ASM inhibitor 1% and GALK inhibitor 4%.
CCN(CC)CCN=C1CCCc2ccccc2N1 was read as MBNL1-CUG inh -19%, Chronic BCR inh 1%, TSHR antag 11, PKM2 activator 1%, Eya2 inh 3%, Menin-MLL TR inh -13%, USP2a block 0%, KCNH2 WT inh -3, Mito fusion yeast 1%, ASM inhibitor 2% and GALK inhibitor 0%.

Screening data from PubChem BioAssay.
